NALP1 inh: blocks the NALP1 inflammasome reconstituted in yeast; S. cerevisiae NALP1/ASC/caspase-1 growth, X-gal OD620, 72 h; inhibition, % at 10 µM; 280,000 tested, 0.61% active; AID 2071; in the data active = inhibition mostly above about 24%, no sharp cut-off; inactive = mostly below about 32%; also: some compounds called inactive have numbers as strong as hits
IMP-1 inh: blocks Pseudomonas aeruginosa IMP-1 metallo-beta-lactamase | inhibition, % at 5.6 µM | 290,000 tested, 0.45% active | purified IMP-1, nitrocefin hydrolysis, epi-absorbance fluorescence | AID 1556;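 active = inhibition above the mean plus 3 SD of all compounds in the same screening run, cut at about 4.5% in these data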;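 also: 0% = IMP-1 with DMSO and 100% = DMSO wells lacking enzyme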
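system = purified recombinant IMP-1 beta-lactamase | amount = 0.2 nM IMP-1, as dispensed | medium = HEPES buffer pH 7.1 with ZnSO4 and Brij 35 | times = 25 °C, 15 min preincubation, 25 min reaction | detection = plate fluorescence quenching by hydrolysis product, ex 480/em 530 nm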
PfM18AAP inh: PfM18AAP enzyme inhibition; 290,000 tested, 1.2% active; inhibition, % at 7.35 µM; recombinant PfM18AAP, H-Glu-NHMec fluorogenic cleavage; AID 1822;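 active = inhibition above the campaign mean inhibition over all tested compounds plus 3 SD, cut at about 28% in these data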;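 also: 0% = plate median of test compound wells and 100% = 2 mM ZnCl2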
FID counter: counter-screen for HCV NS3 helicase inhibitors: DNA intercalator displacement | 290,000 tested, 0.17% active | DNA fluorescent intercalator displacement, fluorescence | inhibition, % at 7.9 µM; in the data active = inhibition above about 37%;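 also: 0% = vehicle and 100% = reference compound; higher means more ethidium bromide displaced from hairpin DNA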
VIM-2 inhibitor: blocks Pseudomonas aeruginosa VIM-2 metallo-beta-lactamase; purified VIM-2, nitrocefin hydrolysis, epi-absorbance fluorescence; AID 1527; inhibition, % at 5.6 µM; 290,000 tested, 0.89% active;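 active = inhibition above the mean of all tested compounds plus 3 SD, cutoff set per screening run, cut at about 7.5% in these data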;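 also: red hydrolysis product quenches plate fluorescence so inhibitors raise well fluorescence; 0% = enzyme with DMSO and 100% = DMSO without enzyme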
MEKK2 mut-MEK5: signal of MEK5 binding to mutant human MEKK2 PB1 domain; bead flow cytometry, Alexa488-MEK5 binding to MEKK2 mutant; 290,000 tested, 0.35% active; percent response, % at 10 µM; AID 1530; in the data active = percent response above about 24%, passing the limit was not always enough; also: inactives centre near 1; some results filed as inactive read as strong as hits
MEKK2 WT-MEK5: raises or lowers MEK5 binding to wildtype human MEKK2 PB1 domain | bead flow cytometry, Alexa488-MEK5 binding to MEKK2 WT; actives lie on both sides | 290,000 tested, 1.1% active | AID 1531 | binding response (% of control), % at 10 µM; in the data active = binding response below about 67% or above about 130%
NS3 helicase inh: inhibitors of Hepatitis C virus NS3 helicase; NS3 helicase DNA unwinding, Cy5 molecular beacon fluorescence; inhibition, % at 10.9 µM; 290,000 tested, 0.56% active; AID 1800;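 active = inhibition above the mean of all tested compounds plus 3 SD, set per campaign, cut at about 35% in these data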;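 also: 0% = DMSO wells and 100% = thioflavine S control wells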
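Compound dosing – single dose, 10.9 µM nominal final, DMSO 0.8% final · System – NS3 helicase fragment of HCV · Buffer or medium – MOPS pH 6.5, MgCl2, DTT, Tween20, BSA · Signal – Cy5 beacon fluorescence read at start and 1 h · Also added – annealed dual-labelled DNA beacon duplex, ATP-started · Schedule – 1 h at 25 °C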
SUMO HTRF inh: SUMOylation inhibition; P63279; HTRF SUMOylation assay, SAE1/SAE2 + UBC9, in vitro; inhibition, % at 35 µM; 290,000 tested, 0.36% active; AID 2006; in the data active = inhibition above about 50%, passing the limit was not always enough; also: strong numbers were not always called active
Target sequence (P63279 whole entry, looked up): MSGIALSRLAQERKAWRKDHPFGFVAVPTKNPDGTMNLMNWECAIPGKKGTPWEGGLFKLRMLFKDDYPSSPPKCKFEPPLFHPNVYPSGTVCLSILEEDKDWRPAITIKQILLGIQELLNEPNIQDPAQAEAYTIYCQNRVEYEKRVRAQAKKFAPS
* hit, by the source's call; / = no result given.

No.	molecule	NS3 helicase inh	IMP-1 inh	PfM18AAP inh	MEKK2 mut-MEK5	SUMO HTRF inh	MEKK2 WT-MEK5	FID counter	NALP1 inh	VIM-2 inhibitor
1	Cc1[nH]c(=O)[nH]c(=O)c1S(=O)(=O)Nc1ccc(F)c([N+](=O)[O-])c1	1	-2.1	6	4	-1	107	0	13	-2.1
2	O=C1Nc2ccc(F)cc2C12OCCO2	3	-1.9	0	1	-13	105	-4	14	2.1
3	Cc1ccc(CSc2nnc3nc(C)cc(C)n23)cc1	1	-2.3	-4	-1	7	100	-5	20	-2.4
4	COc1ccc(C(C)NC(=O)C23CC4CC(CC(C4)C2)C3)cc1 (stereo not drawn)	-5	-1.2	0	4	0	105	-27	5	-0.7
5	CCOc1ccc(NC(=O)CN(C)C(=O)c2ccc(C)o2)cc1OCC	10	0.4	-13	3	4	107	-7	23	-0.7
6	O=C(Cc1cc(=O)[nH]c(=O)[nH]1)NCc1ccccc1	3	0.4	3	-6	4	93	-2	28	-1.3
7	CCOCCCn1c(=S)[nH]c2cc(C(=O)N3CCOCC3)ccc2c1=O	2	-3.2	4	-4	24	98	-2	-6	-1.7
8	COCC(C)n1c(C)cc(C(=O)COC(=O)CN=C2NS(=O)(=O)c3ccccc32)c1C (stereo not drawn)	-10	-0.1	-6	-2	1	98	-13	22	-1.4
9	O=C(NCc1cccs1)C1CC(=O)N(C2CCCC2)C1 (stereo not drawn)	2	-4.6	-12	-13	2	88	9	5	-3.1
10	O=c1c2[nH]c3cccc(Cl)c3c2ncn1Cc1ccncc1	-3	-4.5	6	-6	22	96	1	16	-1.0
11	CCN(CC)C(=O)CSc1nsc(SCC(=O)N(CC)CC)c1C#N	3	-2.5	-12	/	18	/	-2	3	-3.8
12	Cc1nc(N2CCN(C)CC2)[nH]c(=O)c1Cc1cccc2ccccc12	-8	-2.5	-2	-1	-3	108	12	6	-0.3
13	COc1ccc(CCNC(=O)c2cc(S(=O)(=O)N(C)C)ccc2N2CCCC2)cc1	-8	-2.7	-3	-1	-6	103	-30	-5	-1.7
14	CCC(=O)c1ccc(N2CCN(C(=O)c3cccc(F)c3)CC2)c(F)c1	-10	-1.0	-1	-13	18	91	-22	-3	-3.7
15	CC1CCCCC1NC(=O)COc1ccc(-n2cnnn2)cc1 (stereo not drawn)	0	-1.2	-6	0	7	101	-9	1	-3.6
16	O=[N+]([O-])c1cncc([N+](=O)[O-])c1Nc1cccc(O)c1	5	-0.1	-2	-3	5	96	-2	-11	0.0
17	Cc1nn(CCCC(=O)NC2CCC(C)CC2)c(=O)c2nn(-c3ccccc3)c(C)c12 (stereo not drawn)	3	0.7	-13	2	18	101	-44	6	-0.3
18	O=C(c1cc(=O)[nH]c2ccccc12)N1CCN(c2ccccc2)CC1	6	-1.6	1	6	18	101	-11	14	-2.1
19	CC(C)CC(=O)NC(=S)Nc1ccccc1C(=O)Nc1ccccc1	-4	12*	4	-3	-3	95	-4	-21	-4.6
20	O=C(CC1CC2CCC1C2)OCC(=O)c1c[nH]c2ccccc12 (stereo not drawn)	-11	-1.2	9	4	-46	101	2	1	-2.8
21	COc1ccc(C(CC(=O)Nc2ncccc2C)N2Cc3ccccc3C2=O)cc1OC (stereo not drawn)	11	-1.3	1	1	-1	105	-22	22	-1.2
22	O=C(CCCn1c(=O)c2ccccc2n(CC(=O)N2CCN(c3ccccc3)CC2)c1=O)NCc1ccco1	6	-1.3	-4	-5	6	97	-39	-2	-2.8
23	COc1ccccc1NC(=S)NCC1CCCO1 (stereo not drawn)	-8	-2.6	12	2	-14	103	4	12	-4.4
24	CS(=O)(=O)N(CC(=O)NCCSCc1ccccc1)c1ccc2c(c1)OCO2	13	-3.4	4	0	16	94	-29	-8	-3.8
25	COc1ccc(C)cc1NCc1ccc([N+](=O)[O-])cc1	2	-2.9	-6	7	2	113	5	11	-0.9
26	CCCCOc1ccc(C(=O)NCCCC(=O)N2CCCCC2)cc1	0	-1.9	-2	2	15	103	-30	12	-1.3
27	Cc1ccc(C)c(OCc2cc(C(=O)NC(C)c3cnn(C)c3)no2)c1 (stereo not drawn)	-6	-1.3	-7	1	-5	105	-38	22	-1.6
28	CC(C)NS(=O)(=O)c1ccc(OCC(N)=O)c(Cl)c1	-4	-1.9	1	3	-5	98	-4	4	-2.4
29	Cc1cc(NCCNC2=CC(=O)CCC2)nc2ccccc12	-12	-7.4	-5	4	-6	104	3	12	-2.8
30	Cc1ccc(OCc2nc(C#N)c(NCc3ccc4c(c3)OCO4)o2)cc1	-2	-3.2	-12	2	-38	103	-13	21	1.1

A few values from above.
SUMO HTRF inh with CC(C)NS(=O)(=O)c1ccc(OCC(N)=O)c(Cl)c1 is entered as -5
PfM18AAP inh with Cc1ccc(C)c(OCc2cc(C(=O)NC(C)c3cnn(C)c3)no2)c1 (stereo not drawn) is entered as -7
PfM18AAP inh with CS(=O)(=O)N(CC(=O)NCCSCc1ccccc1)c1ccc2c(c1)OCO2 is entered as 4
FID counter with COc1ccc(C(CC(=O)Nc2ncccc2C)N2Cc3ccccc3C2=O)cc1OC (stereo not drawn) is entered as -22

Returning to the listing with the two entries that preceded the break.
No.	molecule	NS3 helicase inh	IMP-1 inh	PfM18AAP inh	MEKK2 mut-MEK5	SUMO HTRF inh	MEKK2 WT-MEK5	FID counter	NALP1 inh	VIM-2 inhibitor
29	Cc1cc(NCCNC2=CC(=O)CCC2)nc2ccccc12	-12	-7.4	-5	4	-6	104	3	12	-2.8
30	Cc1ccc(OCc2nc(C#N)c(NCc3ccc4c(c3)OCO4)o2)cc1	-2	-3.2	-12	2	-38	103	-13	21	1.1
31	CCC(=O)NC(C)c1nc2ccccc2n1C (stereo not drawn)	1	-1.3	-4	2	12	98	1	19	1.1
32	C=CCc1c(C)nc2c(C(=O)O)cnn2c1C	1	-2.7	-6	8	13	105	4	1	-1.3
33	CSc1cccc(NS(=O)(=O)c2cccs2)c1	-7	-1.4	2	-6	-13	93	3	6	-2.4
34	Cc1cc(N)n2nc(-c3ccccc3)c(-c3ccccc3)c2n1	-10	-2.6	-2	13	0	100	7	-2	-4.3
35	COc1ccc(S(=O)(=O)N2CCN(c3nc(C)cc(C)n3)CC2)cc1	4	-3.5	1	5	-4	104	-31	20	-0.3
36	Cc1ccc(C)c(S(=O)(=O)N2CCCOC2CNC(=O)C(=O)NCc2ccccn2)c1 (stereo not drawn)	1	-3.2	2	4	5	110	-28	18	-1.7
37	O=C(c1ccc(CS(=O)(=O)Cc2ccccc2)cc1)N1CCCCC1	-1	-3.1	0	2	10	104	-22	12	-1.5
38	COC(=O)C1=NN(C(=O)c2cccc(Br)c2)C(O)(c2ccc(Cl)cc2)C1 (stereo not drawn)	9	-0.2	13	8	-10	103	-30	-7	0.2
39	NS(=O)(=O)c1ccc2nc(NC(=O)C3CCCO3)sc2c1 (stereo not drawn)	6	-2.1	-9	-1	2	99	0	29	1.3
40	COc1ccccc1-c1nnc(SCC(=O)NCc2ccco2)n1N	-2	-2.5	-1	-7	6	96	-1	16	-1.8
41	COc1ccc(CNC(=O)CCC(=O)Nc2nnc(CC(C)C)s2)cc1	-3	-1.8	15	4	11	97	-13	3	-1.9
42	O=C(NCCCN1CCOCC1)c1ccc2c(c1)N(Cc1cccc(F)c1)C(=O)c1ccccc1S2	-29	1.0	6	3	-4	113	2	17	3.0
43	CCOc1ccccc1NC1=C(Cl)C(=O)N(c2ccccc2)C1=O	10	-2.8	5	-1	-15	100	-2	28	-1.7
44	CC(C)OC(=O)/C(C#N)=C/c1cn(Cc2ccccc2)c2ccccc12	7	-2.7	-6	0	-14	97	-9	39	-4.8
45	Cc1cc(Cl)ccc1OCC(=O)NCCOc1nc(N2CCOCC2)nc(N2CCOCC2)n1	-4	-2.2	3	5	20	105	-25	5	-4.3
46	O=C(Oc1ccccc1C(=S)N1CCOCC1)c1cccc([N+](=O)[O-])c1	-4	-4.7	6	4	7	99	-7	-1	-2.5
47	C#CCOCCOCCOCCNc1nc(N2CCN(C(=O)[C@H](C)n3cc(CCCN=C(N)N)nn3)CC2)nc(N2CCN(C(=O)[C@H](Cc3ccc(O)cc3)n3cc(CCO)nn3)CC2)n1	-75	0.5	-1	-3	-6	104	10	12	-1.6
48	Cc1sc2ncn(CC(=O)NCc3ccccn3)c(=O)c2c1S(=O)(=O)N1CCOCC1	-4	-1.8	-9	3	0	102	-3	-65	-4.1
49	COc1cc(/C=C/c2ccc3c([N+](=O)[O-])cccc3n2)ccc1OCC(=O)O	4	-2.3	2	15	16	107	-25	/	-2.5
50	COC(=O)CSc1nnc2n1C(C)(C)Cc1ccccc1-2	1	-3.0	2	-7	9	86	-7	13	-2.1
51	CCC(C)NC(=O)C1CCN(S(=O)(=O)N2CCC3(CC2)OCCO3)CC1 (stereo not drawn)	15	-2.3	0	5	-2	102	-8	29	-3.3
52	COc1cc(C(=O)NCc2cn3ccsc3n2)cc(OC)c1OC	0	-1.0	6	0	/	101	-2	/	-2.1
53	CCCc1ccc2oc(C(=O)N3CCC(N4CCCC(O)C4)CC3)c(C)c2c1 (stereo not drawn)	-18	-3.8	1	9	/	124	12	-19	-0.5
54	COc1cccc(CN2CCNC(=O)C2CC(=O)NC2Cc3ccccc3C2)c1 (stereo not drawn)	3	-0.2	-11	3	-11	107	-20	-8	-0.3
55	COC(=O)c1cccc(NC(=O)CSc2nnc(-c3ccco3)o2)c1	-14	-2.3	-4	-3	-2	98	-10	8	-3.2
56	CC(=O)Nc1ccc(S(=O)(=O)Oc2ccc(C=O)cc2)cc1	10	-3.0	2	-1	0	102	3	26	-1.2
57	CN(C)c1cc[n+](/C(C(=S)Nc2ccc(SC(F)F)cc2)=C(/[O-])c2ccccc2)cc1	-8	-0.9	-10	0	-12	102	5	-4	-0.7
58	FC(F)(F)c1cc(NC2CCCCC2)ccn1	-8	-2.3	0	0	-4	100	-6	-3	-3.7
59	COc1ccc(NC(=O)c2ccc(-c3ccc(C)c4ccccc34)o2)cc1	9	0.0	2	3	-15	96	-4	16	-1.9
60	CC1(C)Oc2ccc(C(=O)NN)cc2NC1=O	1	-3.8	-11	-2	-13	103	-9	2	-0.7
61	CC1CCN(C(=O)CSc2ccc(-c3ccccc3)nn2)CC1	-15	-0.6	2	9	15	112	-18	17	-0.7
62	COC(=O)c1cccc(NC(=O)/C(=C\c2ccccc2)NC(=O)c2ccccc2Cl)c1	-6	0.4	-20	-1	27	93	-13	8	0.4
63	O=C(NC1CCCN(C2Cc3ccccc3C2)C1)c1ccc(F)cc1Cl (stereo not drawn)	-6	-0.6	3	-6	1	95	6	29	-0.2
64	CCc1c(O)nc(SCC(=O)Nc2ccccc2OC)n(-c2ccccc2C)c1=O	28	1.3	-7	1	/	96	-59	10	0.1
65	COc1cccc(C(=O)NC(=S)Nc2ccc(Cl)cc2C(=O)O)c1	10	-0.5	0	25	13	130	-18	-3	0.3
66	CCCCN(C)C(=O)C(Cc1ccccc1)NS(=O)(=O)c1ccc2c(c1)CCC(=O)N2 (stereo not drawn)	1	0.4	-9	6	-3	115	-27	-5	-0.8
67	CC(C)C[C@H](NC(=O)C1CC(=O)N(c2ccc3c(c2)OCCO3)C1)C(=O)N1CCCCC1 (stereo partly drawn)	-5	0.6	-1	-1	-2	104	-44	24	-0.9
